ALOX12 inhib – qHTS Assay for Inhibitors of 12-hLO (12-human lipoxygenase) | Polyunsaturated fatty acid lipoxygenase ALOX12 (Homo sapiens), P18054 | purified 12-hLO, xylenol orange hydroperoxide absorbance | Potency, µM (highest dose often 57.1 µM), for inactives: at the highest dose activity change, negative = inhibition, usual class: inhibitors | 150,000 compounds, 0.12% hits; further: potency means the concentration at half of the fitted maximal effect; nearly all actives have a fitted effect of over 55% in size; many of its hits are not listed in these tables
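Xylenol orange chromogenic assay: hydroperoxide from 12hLO oxidises Fe(II), giving red-shifted Fe(III)-XO absorbance. Conditions: 150 nM enzyme, 40 uM arachidonic acid, 25 mM Hepes pH 7.0, 0.01% Triton X-100, 30 min, room temperature.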
IMPase inh – qHTS Assay for Identifying the Cell-Membrane Permeable IMPase Inhibitors; AID 901, 2007; inhibition (IP1 accumulation), % at 46.1 µM; CHO-M1 cells, IP1 accumulation, HTRF TR-FRET ratio; 120,000 tested, under 10 active; active means well fitted curve in the direction sought with a large enough effect in the signal ratio, not every such curve was filed as active; inconclusive means small, poorly fitted or top-dose-only effect, or a change in a side signal; inactive means no such curve, though single readings can be large or run the other way; the % refers to the signal ratio;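 further: cells stimulated with carbachol in lithium chloride buffer; plate controls were DMSO basal wells for no effect and reference inhibitor wells for full effect; higher means more IMPase inhibition seen as more IP1 and lower FRET ratio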
Target sequence (P97697 whole entry, looked up): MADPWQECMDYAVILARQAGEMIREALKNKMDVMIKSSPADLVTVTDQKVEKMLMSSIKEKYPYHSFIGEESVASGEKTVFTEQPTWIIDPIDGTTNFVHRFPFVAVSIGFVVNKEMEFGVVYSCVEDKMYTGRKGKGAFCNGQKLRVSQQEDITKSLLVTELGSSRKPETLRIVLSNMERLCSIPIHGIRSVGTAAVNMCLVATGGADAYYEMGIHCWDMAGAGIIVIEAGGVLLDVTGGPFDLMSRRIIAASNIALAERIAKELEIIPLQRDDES
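Measured: the HTRF emission ratio (665/620 nm) plus the 620 nm donor channel, each fitted to the Hill equation to give AC50. Cells were CHO-M1 given compounds up to 46 uM and a 30 min carbachol stimulation at 37C.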
PNC assembly inh – High Content Assay for Compounds that inhibit the Assembly of the Perinucleolar Compartment; AID 2417, 2010; activity change (PNC), negative = inhibition, % at 10 µM; 140,000 compounds, 3.1% hits; PC3M PTB-GFP, PNC prevalence imaging, 16 h; stronger effect = lower value;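 active means readout at or below -70, meaning at least 70% loss of cells showing the perinucleolar compartment, a nuclear body marking cancer cells; inconclusive means readout between -30 and a set limit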;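 further: plate controls were DMSO wells for no effect and camptothecin positive control wells for full effect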
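Compounds are pinned in duplicate onto adhered PC3M cells stably expressing GFP-tagged PTB and incubated 16 h at 37 C. Cells are then fixed, nuclei stained with Hoechst, and PNC-positive cells counted.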
15-hLO-2 inh – qHTS Assay for Inhibitors of 15-hLO-2 (15-human lipoxygenase 2); Polyunsaturated fatty acid lipoxygenase ALOX15B (Homo sapiens), O15296; purified 15hLO-2, xylenol orange hydroperoxide absorbance; Potency, µM (top dose mostly 57.1 µM), without a hit: at the highest dose activity change, negative = inhibition, actives largely listed as inhibitors; 110,000 compounds, 0.56% hits; further: potency means the concentration at half of the fitted maximal effect; nearly all actives have a fitted effect of over 60% in size; many of its hits are not listed in these tables
Target sequence (O15296 whole entry, looked up): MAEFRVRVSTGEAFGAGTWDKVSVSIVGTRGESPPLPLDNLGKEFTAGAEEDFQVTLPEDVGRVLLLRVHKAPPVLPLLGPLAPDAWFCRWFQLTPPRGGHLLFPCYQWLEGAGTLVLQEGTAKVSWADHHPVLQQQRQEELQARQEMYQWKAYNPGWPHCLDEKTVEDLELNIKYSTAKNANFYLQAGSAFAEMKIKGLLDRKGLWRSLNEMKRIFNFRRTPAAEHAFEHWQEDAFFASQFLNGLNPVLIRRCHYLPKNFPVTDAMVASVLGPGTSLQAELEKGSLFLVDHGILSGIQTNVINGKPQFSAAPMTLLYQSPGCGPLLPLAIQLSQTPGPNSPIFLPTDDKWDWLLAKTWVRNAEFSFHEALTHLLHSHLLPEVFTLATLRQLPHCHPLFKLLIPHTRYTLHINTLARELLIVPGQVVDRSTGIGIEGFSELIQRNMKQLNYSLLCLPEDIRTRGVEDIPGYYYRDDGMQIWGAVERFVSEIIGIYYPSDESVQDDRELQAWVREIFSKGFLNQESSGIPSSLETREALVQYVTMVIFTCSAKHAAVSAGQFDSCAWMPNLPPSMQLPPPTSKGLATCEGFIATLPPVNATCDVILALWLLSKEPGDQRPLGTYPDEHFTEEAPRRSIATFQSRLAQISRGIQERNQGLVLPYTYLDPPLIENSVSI
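Screening format was qHTS against 50 nM purified 15hLO-2 in Hepes pH 7.5 with detergent. Activity follows hydroperoxide formation from 45 uM arachidonic acid, measured as 573:405 nm absorbance ratio of the ferric-xylenol orange complex.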
* hit, by the source's call; ? = inconclusive; . = no result given; & = joins results of further samples; [ ] = remark or other dose. Unless noted, the call rests on the fitted dose curve; in most records, active means well fitted curve in the direction sought with a large enough effect; inconclusive means small, poorly fitted or top-dose-only effect, or another doubt; inactive means no such curve, though single readings can be large; an effect the other way counts as inactive or inconclusive. Unless noted, on the % scale 0 is the no-effect control and ±100 the full control effect.

Below each SMILES: ALOX12 inhib, IMPase inh, PNC assembly inh, 15-hLO-2 inh
Cc1nc2nc(-c3cccnc3)nn2c(C)c1Cl
→ 3%, 1, ?, 5%
O=C(NCCc1ccccc1)C1CC(=O)N(C2CCCCCC2)C1 (stereo not given)
→ 2%, 0, 31, 2%
O=C(CN1C(=O)CNC1=O)Nc1cccc(C(F)(F)F)c1
→ 3%, 2, ?, -6%
CCc1nc(N)c(C#N)c(-c2ccc(OC)c(OC)c2)c1C
→ -6%, -3, -10, 1%
COc1ccc(-n2c(SCc3ccc([N+](=O)[O-])cc3)nnc2-c2ccccc2)cc1
→ 5%, ., ?, .
Cc1ccc(C)c2[nH]c(=O)c(CN(Cc3ccc4c(c3)OCO4)Cc3nnnn3Cc3ccco3)cc12
→ ?, 5, 47, 31%[activator]
O=C(CCN1CCc2ccccc2CC1)c1ccc2c(c1)OCCO2
→ -5%, 0, 7, -10%
Cc1ccc(NC(=O)CSc2ccccc2NC(=O)c2ccccc2)cc1Cl
→ 1%, 0, -2, .
COC(=O)C1=C(NC(=O)c2ccc(C)cc2)CCS1
→ -2%, 1, -29, 2%
CC(C)Oc1cc2oc(=O)c3c(c2cc1Cl)CCC3
→ -4%, 3, ?, -1%
CC(C)CCOC(=O)/C=C/c1ccccc1
→ 2%, ., ., 0%
COc1ccc(/C=N/N=C2/NC(=O)C(c3ccccc3)(c3ccccc3)S2)cc1
→ 0%, -3, 6, -1%
Cc1cc(/C=C(\C#N)C(=O)O)c(C)n1CC(C)C
→ -4%, -6, -6, .
Cc1cc(C)c(-n2c(C)cc(/C=C3/NC(=O)NC3=O)c2C)c(C)c1
→ -9%, 13, 68, -19%
COc1ccc(C(=O)Nc2ccc(S(=O)(=O)Nc3cc(C)nc(C)n3)cc2)c(OC)c1
→ 2%, 8, 5, -1%
CCN(CC(=O)NC1CCCC1)S(=O)(=O)c1ccc(C)cc1
→ -3%, 3, ?, -2%
Cc1ccc(Cn2c(=O)n(Cc3ccco3)c(=O)c3ccccc32)cc1
→ -7%, ?, -21, .
O=C1CCCC2=C1C(c1ccccc1)CC(=O)N2c1ccccc1 (stereo not given)
→ 1%, -11, 42, -4%
C/C(=N\NC(=O)COc1ccc(C(C)(C)C)cc1)c1ccc(OC(F)F)cc1
→ -2%, 2, ?, .
O=C(Nc1cccc(F)c1)c1c(F)c(F)c(F)c(F)c1F
→ -3%, -3, 11, -25%
Cc1ccc(N2C(=O)C(Cc3ccccc3)NC2=S)cc1 (stereo not given)
→ 1%, 4, -12, -3%
C=CCn1c(SCC(=O)N2CCc3ccccc3C2)nc2sc(C)cc2c1=O
→ 6%, 13, 6, -6%
NNc1nc(Nc2ccccc2)nc(N2CCCCC2)n1
→ 5%, -2, 0, 40%[activator]
CC1(C)CC(NC(=O)c2cccc3ccccc23)CC(C)(C)N1
→ -3%, 0, -5, 3%
c1cc(CN2CCCCC2)cc(OCCCNc2nc3ccccc3s2)c1
→ -1%&-6%, 10&21, ., 57%&34%[activator]
O=C(/C(=C/O)N=Nc1ccc(Cl)cc1)c1ccncc1
→ -9%, -13, -11, -18%
Cc1ccc(C(=O)NC2CCS(=O)(=O)C2)cc1S(=O)(=O)N1CCCCC1 (stereo not given)
→ 1%, -2, -17, -2%
C[C@@]12C(=O)OC(=O)[C@@]1(C)[C@H]1CC[C@@H]2O1
→ 2%, 12, ., 10%
CCOC(=O)C1=C(N)n2c(s/c(=C/c3ccccc3)c2=O)=C(C(=O)OCC)C1c1ccccc1 (stereo not given)
→ 1%, 1, -12, -1%
O=C(CSc1nc2ccccc2[nH]1)NCc1ccco1
→ -7%, 1, 14, 4%
CCC(=NC1CC(C)(C)NC(C)(C)C1)C1=C(O)CC(C)(C)CC1=O
→ 2%, 11, -22, -7%
Cc1cc(C)nc(/N=C(\N)N2CCCCCC2)n1
→ -3%, 17, -29, .
CC(C)Cc1ccc(S(=O)(=O)N2CCN(C(=O)c3ccco3)CC2)cc1
→ -4%, 4, ?, 2%
Cc1ccc(-n2c3c(cc(C(=O)Nc4cccc(C)n4)c2=O)C(=O)CCC3)cc1
→ -8%, 13, ?, -9%
CC(=O)c1c(C(C)=O)c(C)n(-c2ccc(N)c(C)c2)c1C
→ -1%, 9, ?, -11%
Cc1cc(Cl)ccc1OCCCC(=O)NCC1CCCO1 (stereo not given)
→ -1%, -6, ?, -4%
Cc1nc(NC(=O)/C=C/c2ccccc2)sc1C(=O)Nc1ccc(Cl)cc1
→ 3%, -7, -5, 3%
CCOC(=O)C(=NC1CCCCC1)NNc1cccc(C(F)(F)F)c1
→ -23%, 6, -3, .
NC(=O)c1ccccc1N/C=C/C(=O)c1ccc(F)cc1
→ 5%, -1, ?, -2%
COc1cccc(-n2nnnc2SCC(=O)Nc2nc3c(s2)CCCC3)c1
→ -3%, 9, ?, .
Cc1cc(OCCn2ccnc2)ccc1C(C)C
→ 4%, ., -7, .
Cc1nn2c(c1-c1ccccc1)N=C(c1ccco1)CC2c1ccccc1 (stereo not given)
→ -22%, 8, 31, ?
CCOC(=O)c1cnc(SCC(=O)Nc2ccc(N3CCOCC3)c(Cl)c2)nc1N
→ 3%, 5, 43, .
COc1ccc(C)cc1-n1c(-c2ccncc2)n[nH]c1=S
→ -1%, -15, 19, -2%
CC(C)(C)n1nnnc1C(c1ccncc1)N1CCCCCC1 (stereo not given)
→ -4%, 16, 5, -12%
COC(=O)[C@H](Cc1ccccc1)NC(=O)[C@H]1C[C@@H]1[C@H](NC(=O)OCc1ccccc1)c1ccccc1
→ -1%, ., ., 10%
COCC(=O)N1CCC2(CCN(Cc3ccncc3)CC2)CC1
→ 4%, ., ., 1%
Cc1ccc(NC(=O)C2C(c3ccccc3)C=CC(c3ccccc3)C2C(=O)O)cc1 (stereo not given)
→ 3%, 2, -1, -3%
CCOc1ccc(S(=O)(=O)Nc2ccccc2SC)cc1
→ -5%, 2, ?, -3%
Cc1nnc(-c2cnn(-c3ccccc3)c2N)n1Cc1ccc(F)cc1
→ 2%, -6, 1, 2%
Cn1nnnc1SCc1nc2ccccc2s1
→ 0%, 3, ?, 18%
Cc1cc(C)cc(NC(=O)c2ccc(CSc3nnnn3C)cc2)c1
→ -7%, 4, 9, -1%
COc1ccc(C2C(C(=O)OC3CCCCC3)=C(C)Nc3nnnn32)c(OC)c1OC (stereo not given)
→ -2%, ., 15, .
O=C(CCSc1ccc(Cl)c(Cl)c1)NC12CC3CC(CC(C3)C1)C2
→ 5%, 1, 52, 43%[activator]
CS(=O)(=O)N(CC(=O)Nc1ccccc1C(=O)NCCc1ccccc1)c1ccc2c(c1)OCCO2
→ 7%, 7, 15, 3%
C=CCNC(=O)CC(=O)N/N=C/c1cccc(C)c1
→ -2%, ., 21, .
Cc1nnc(SCC(=O)N(C)Cc2ccccc2)[nH]c1=O
→ 0%, 3, -6, 3%
CCOC(=O)c1nnn(CC(=O)N2N=C(c3ccccc3)CC2c2ccccc2)c1C(=O)OCC (stereo not given)
→ -1%, 3, -22, .
O=C(O)CCc1ccc(S(=O)(=O)NCCc2ccccc2)cc1
→ -3%, -21, 5, 1%
COc1cc(OC)cc(C(=O)NCC2CCCO2)c1 (stereo not given)
→ -3%, 9, -4, -2%

Going on with the list.
Below each SMILES: ALOX12 inhib, IMPase inh, PNC assembly inh, 15-hLO-2 inh
CN(C)c1nc2c(c(N)nn2-c2ccc(Cl)cc2)c(=O)o1
→ -1%, -4, -7, -7%
COc1cc2c(cc1NC(=O)C(C)OC(=O)/C=C/c1ccc(OC(F)F)cc1)oc1ccccc12 (stereo not given)
→ 3%, ., -7, .
Cc1ccc(CS(=O)(=O)CCC(=O)NCc2ccccn2)cc1
→ -6%, -3, 35, 4%
Cc1ccc(C)c(OCCCCn2cnc3ccccc3c2=O)c1
→ -22%, 5, ?, 29%
Cc1cc(C)cc(NC(=O)CSc2nc3ccncc3[nH]2)c1
→ 2%, 11, 22, 19%
Cn1nnnc1-c1cc(Br)ccc1NC(=O)c1ccccc1
→ -1%, -1, 20, 2%
Cc1ccc(OCC(=O)Nc2cccc(O)c2)cc1C
→ -1%, 6, 23, -3%
Cc1ccc(-n2nc3c(c2NC(=O)c2ccc(OC(C)C)cc2)CS(=O)C3)cc1 (stereo not given)
→ -3%, -3, 10, 2%
Fc1ccccc1/C=C1\CCCC2=C1Nc1nnnn1C2c1ccccc1F (stereo not given)
→ -8%, 4, 46, -24%
Cc1ccc(Nc2nc(CSc3nnc(-c4ccncc4)n3-c3ccccc3C)cs2)cc1
→ -2%, 19, -6, .
CCCNCc1cc(OCC)c(OCC(N)=O)cc1Br
→ 1%, 14, -21, -4%
COc1ccccc1N1CCN(C(=O)CC2NC3CCCCC3NC2=O)CC1 (stereo not given)
→ -3%, 2, ?, -6%
N#CC1=C(N)N(c2ncn[nH]2)C2=C(C(=O)CCC2)C1c1ccc(F)cc1 (stereo not given)
→ 0%, ., ?, .
Cc1cc(OI)c(C(C)C)cc1-c1cc(C(C)C)c(OI)cc1C
→ -3%[0.00818 µM], ., ., -17%[0.0915 µM]
COc1cc(/C=C2/C(=O)ON=C2c2ccccc2)ccc1O
→ -5%, ., 29, .
C[n+]1cccc(C(=O)[O-])c1
→ 0%, ., ., 1%
Cc1nc(NC2=NC(C(=O)Nc3ccc(Cl)cc3)CC(=O)N2)nc2ccccc12 (stereo not given)
→ 7%, 3, 1, -5%
CCOc1ccc(C(=O)Nc2ccc(N3CCCC3)cc2)cc1
→ 0%, 22, 35, -7%
C1CN=C(NC23CC4CC(CC(C4)C2)C3)C1
→ 2%, ., 40, .
O=C(CC1N=C2c3ccccc3N=C(SCc3ccc(F)cc3)N2C1=O)NCc1ccco1 (stereo not given)
→ -1%, -4, 26, -24%
O=S(=O)(Nc1nc2ccccc2nc1Nc1ccc2c(c1)OCCO2)c1cccs1
→ -11%, -8, -5, -25%
Cc1nn(Cc2ccc(Cl)cc2Cl)c(C)c1NC(=O)c1nn(C)cc1Cl
→ 4%, 9, 88, .
COc1ccccc1C1CC(c2ccc(Cl)cc2Cl)Nc2nc(N)nn21 (stereo not given)
→ -2%, 5, 11, 52%[activator]
CC1=C(C(=O)OCCOC(C)C)C(c2cc3c(cc2Br)OCO3)C2=C(CCCC2=O)N1 (stereo not given)
→ -2%, -5, -21, 14%[2.29 µM]

High-throughput results as filed in PubChem.

Some of the compounds tested; count on the stated rates, not on these rows.
